Screening data: PubChem, several laboratories
Siah-1 displacement: blockers of Siah-1 interaction with plectin peptide – biochemical, fluorescence polarization, rhodamine-plectin, uHTS, primary screen (AID 1817). Siah-1 / rhodamine-plectin peptide fluorescence polarization; higher % means a stronger effect. one-dose displacement, % at 20 µM; IC50 in µM for titrated hits. hit rate 0.02% among 290,000;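 active = displacement of at least 50% at 20 µM, with a fluorescence ratio check between 0.3 and a set limit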;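 note: plate controls were Siah plus tracer with DMSO for no effect and tracer alone without Siah for full effect; strong numbers were not always called active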
GPR55 antagonists: inhibition of LPI-stimulated GPR55 beta-arrestin translocation – imaging, U2OS, beta-arrestin-GFP, LPI agonist, primary screen (AID 2013). U2OS GPR55 beta-arrestin-GFP translocation imaging, LPI antagonism; higher % means a stronger effect. one-dose inhibition, % at 10 µM; IC50 in µM for titrated hits. hit rate 0.13% among 290,000;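 active = spots per cell inhibited over 60%, with over 100 cells counted and total cytoplasm intensity under 500,000; inconclusive = wells with under 100 cells, flagged as likely toxic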;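 note: U2OS cells stably carrying GPR55 and arrestin-GFP stimulated by 5 µM LPI near EC80; imaged beta-arrestin-GFP aggregate spots per cell after agonist stimulation; plate controls were LPI-stimulated DMSO wells for no effect and DMSO wells without LPI for full effect; some results filed as inactive read as strong as hits; confirmed hits need IC50 under 10 µM and bright autofluorescent wells are also inconclusive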
GPR35 antagonists: inhibition of zaprinast-stimulated GPR35 beta-arrestin translocation – imaging, U2OS, beta-arrestin-GFP, zaprinast agonist, primary screen (AID 2058). U2OS GPR35 beta-arrestin-GFP translocation imaging, zaprinast antagonism; higher % means a stronger effect. one-dose inhibition, % at 10 µM; IC50 in µM for titrated hits. hit rate 0.052% among 290,000;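 active = inhibition of at least 50% with at least 30 cells and total cytoplasm GFP at most 10,000,000; inconclusive = under 30 cells or total GFP of 10,000,000 plus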
Salmonella PhoP GFP: inhibitors of PhoP regulon expression, primary screen, Salmonella Typhimurium, GFP reporter (AID 1863); inhibition, % at 50 µM; hits with a dose series show IC50 in µM; hit rate 0.16% among 300,000; S. Typhimurium PhoP-regulated promoter GFP reporter, 4 h; higher % means a stronger effect;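 active = inhibition over 29.93%, a cutoff 3 SD above the screen mean, later confirmed by dose response; inconclusive = inhibition over 29.93% but no dose response follow-up; inactive = inhibition at most 29.93% or unconfirmed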;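 note: 0% = low Mg2+ inducing control and 100% = high Mg2+ repressing control; strong numbers were not always called active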
HIV peptide binding: cell-free HIV fusion peptide-binding blockers – biochemical, uHTS, fluorescence dequenching, primary screen (AID 1986); hit rate 0.3% among 290,000; inhibition, % at 20 µM; hits with a dose series show IC50 in µM; cell-free peptide binding, fluorescence dequenching, 30 min; higher % means a stronger effect; in the data active = inhibition mostly above about 52%, no sharp cut-off; inactive = mostly below about 76%; note: some results filed as inactive read as strong as hits
Rac1 GTP hydrolysis: MgcRacGAP GTPase-activating activity inhibitors, confirmation, biochemical, ADP Hunter fluorescence. MgcRacGAP-stimulated Rac1 GTP hydrolysis, ADP Hunter fluorescence; higher % means a stronger effect; GST-tagged Rac1 F28L mutant substrate. inhibition, % at 30 µM, or IC50 in µM where a hit was titrated. hit rate 0.6% among 340,000;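 active = first-screen hits whose inhibition reached a set limit at any dose in the follow-up dose series; inconclusive = inhibition above the set first-screen limit but never retested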;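 note: fluorescence reports GDP produced by GAP-driven GTP hydrolysis; strong numbers were not always called active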
LYP phosphatase: inhibitors of LYP phosphatase, biochemical, fluorescence intensity, uHTS (AID 1779). recombinant LYP phosphatase, fluorescence intensity; higher % means a stronger effect. inhibition, % at 11.5 µM; hits with a dose series show IC50 in µM. hit rate 0.054% among 290,000; in the data active = inhibition above about 50%;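 note: plate controls were vehicle with enzyme for no effect and no enzyme for full effect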
Myeloid diff MLP: promotes myeloid progenitor differentiation | ER-HoxA9 myeloid progenitors, lysozyme-GFP differentiation, flow cytometry | calls only at 10 µM | hit rate 1% among 360,000 | AID 624256;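 active = normalized GFP-positive differentiation at or above the plate's own cutoff, the solvent-only control mean plus 3 SD; inconclusive = no clear call, values can overlap the other calls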;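 note: cells exposed to compound for four days before flow analysis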
NTR1 agonist: agonists of NTR1, primary screen, imaging, U2OS cells, beta-arrestin-GFP, high content (AID 493036); P30989; NTR1-U2OS beta-arrestin-GFP spot imaging, agonist mode; activation, % at 20 µM; hit rate 0.17% among 330,000;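 active = activation at or above 40% of the spot to cytoplasm intensity ratio, with at least 20 cells analyzed; inconclusive = wells under 20 cells, flagged as cytotoxic or low count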;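 note: 0% = DMSO without peptide and 100% = 100 nM NTR1 peptide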
Target sequence (P30989 whole entry, looked up): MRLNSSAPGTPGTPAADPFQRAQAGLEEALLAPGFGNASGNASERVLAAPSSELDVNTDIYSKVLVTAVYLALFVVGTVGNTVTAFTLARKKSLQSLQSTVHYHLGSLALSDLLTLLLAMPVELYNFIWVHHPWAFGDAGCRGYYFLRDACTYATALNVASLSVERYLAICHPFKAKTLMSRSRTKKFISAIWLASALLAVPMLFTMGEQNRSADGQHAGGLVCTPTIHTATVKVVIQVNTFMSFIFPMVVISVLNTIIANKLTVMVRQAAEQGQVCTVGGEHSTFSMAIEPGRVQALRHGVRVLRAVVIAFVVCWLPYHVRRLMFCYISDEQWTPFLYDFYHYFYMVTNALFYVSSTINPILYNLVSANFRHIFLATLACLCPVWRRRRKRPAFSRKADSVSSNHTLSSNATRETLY
NTR1 agonist cell count 20 µM: also measured in NTR1 agonist; calls as there; cell count; measured here: cell count, cytotoxicity flag
Myeloid diff MLP GFP+ MAC1+ %: also measured in Myeloid diff MLP; calls as there; GFP+ MAC1+ double positive, %; measured here: differentiation confirmed by MAC1 staining
* marks the source's active call; other numbers are inactive results; i = inactive; ? = inconclusive; . = no result given; + = active, no number.

SMILES	Siah-1 displacement	GPR55 antagonists	GPR35 antagonists	Salmonella PhoP GFP	HIV peptide binding	Rac1 GTP hydrolysis	LYP phosphatase	Myeloid diff MLP	Myeloid diff MLP GFP+ MAC1+ %	NTR1 agonist	NTR1 agonist cell count 20 µM
CCOC(=O)c1c(NC(C)=O)sc2c1CCC(C=O)=C2Sc1ccccc1	-1%	-5%	3%	-7%	1.0%	7%	6%	?	.	6.3	51
O=C(CCn1c(=O)c2sccc2n(CC(=O)OCc2ccccc2)c1=O)NCc1ccccc1	6%	8%	-8%	-8%	0.0%	6%	4%	i	0.9	1.4	90
O=C(Nc1ccc2[nH]ccc2c1)c1ccccc1	5%	19%	-3%	3%	-2.1%	-9%	-6%	i	0.4	0.7	42
Cc1nnc(N2C(=O)C(O)=C(C(=O)c3ccco3)C2c2cccc([N+](=O)[O-])c2)s1 (configuration not stated)	8%	8%	-3%	1%	-1.2%	-8%	-7%	i	0.6	-0.2	65
CC(=O)c1cccc(NC(=O)c2ccco2)c1	0%	-10%	-4%	9%	-1.2%	14%	-8%	i	0.9	1.3	31
CNS(=O)(=O)c1cc(OCC(N)=O)c(C)cc1Cl	0%	5%	8%	-12%	-0.1%	6%	-6%	i	0.8	-1.3	52
COc1ccc(-n2c(COc3ccc(C)cc3)nnc2SCC(N)=O)cc1	1%	-2%	5%	-9%	0.0%	4%	-3%	+	7.1*	-0.1	55
Cn1c(Sc2ccc([N+](=O)[O-])cc2C(F)(F)F)nnc1-c1ccccc1	-3%	-6%	12%	6%	-1.8%	7%	-7%	i	0.4	-1.8	101
CC(=O)c1cccc(NC(=O)CCS(=O)(=O)c2cccc3nsnc23)c1	-3%	-23%	0%	13%	2.7%	6%	-3%	i	1.8	-1.6	91
O=C1c2ccccc2C(Nc2ccc3c(c2)OCCO3)N1c1ccc(Cl)cn1 (configuration not stated)	0%	0%	-2%	6%	3.0%	5%	-1%	i	3.0	2.1	67
COc1c(Br)cc(Br)cc1/C=N/n1c(C)nnc1C	7%	3%	-5%	-5%	-0.6%	4%	-10%	i	0.3	2.6	98
COC(=O)c1ccc(C(=O)OC)c(NC(=O)C2CCCO2)c1 (configuration not stated)	-2%	6%	16%	4%	0.0%	6%	-8%	i	0.2	0.4	61
CN(CC(=O)Nc1ccccc1C(F)(F)F)C(=O)CSc1nnnn1C	7%	10%	0%	-2%	-0.6%	2%	-2%	i	0.3	0.3	37
COC(=O)c1ccc(Oc2nc(Nc3ccccc3)nc(N(C)C)n2)cc1	4%	4%	7%	4%	3.3%	5%	0%	i	0.5	8.4	83
CCN(CC)c1nc2ccccc2n(Cc2cccc(OC)c2)c1=O	-2%	-10%	-14%	-2%	-2.6%	0%	-3%	i	0.8	0.8	43
NS(=O)(=O)c1c(Sc2ccccc2C(=O)O)ccc2ccccc12	5%	-22%	15%	-8%	10%	7%	-7%	i	0.8	4.4	77
O=C(OCC(=O)N1CCOCC1)c1ccc(Br)cc1	1%	12%	-1%	-3%	10%	-2%	-10%	i	0.7	0.0	47
COc1ccc(N(C)S(=O)(=O)c2ccc3c(c2)CCC(=O)N3)cc1	-2%	17%	-1%	4%	-0.8%	7%	0%	i	2.3	2.4	88
CC(=O)Nc1ccc(OCC(=O)NCCc2ccccc2)cc1	1%	-7%	12%	8%	2.4%	12%	-11%	i	0.3	-1.0	57
Cc1ccc(CN(Cc2cccnc2)C(=S)Nc2cc(Cl)ccc2C)cc1	6%	-6%	0%	-8%	1.0%	6%	2%	i	0.5	3.7	44
CNC(=O)c1ccccc1-c1ccccc1	-1%	6%	2%	0%	0.8%	6%	2%	i	1.4	-0.2	62
CC(OC(=O)c1ccc(C(C)(C)C)cc1)C(=O)NC1CCCCC1C (configuration not stated)	-3%	-7%	-3%	-3%	-0.6%	0%	-2%	i	0.5	1.6	69
CCN(CC)CCN(C(=O)c1ccc(N2C(=O)CCC2=O)cc1)c1nc2cc3c(cc2s1)OCCO3	-9%	-6%	-10%	-8%	3.4%	9%	-6%	+	4.7*	1.5	60
CCn1cc(/C=C(\NC(=O)c2ccccc2)C(=O)NCCCN2CCOCC2)c2ccccc21	0%	3%	26%	-1%	-1.7%	13%	-6%	i	0.7	-0.3	53
COc1ccccc1CC1(C)NC(=O)N(CC(=O)Nc2cc(C)on2)C1=O (configuration not stated)	-1%	9%	-6%	-13%	-0.8%	7%	33%	i	0.6	-1.6	82
COc1ccc(OCC(=O)NNC(=S)NC(=O)c2ccc([N+](=O)[O-])cc2)cc1	1%	1%	8%	0%	5.9%	15%	-3%	i	1.4	-0.4	51
COC(=O)[C@H](CCSC)NC(=O)Nc1ccc(OC)c(Cl)c1	-5%	6%	9%	-6%	-1.9%	10%	-11%	i	0.9	-1.1	36
COc1cccc(C2CC(=O)NC3=C2C(=O)CCC3)c1 (configuration not stated)	2%	4%	10%	0%	-1.3%	2%	-6%	i	0.7	0.5	50
O=C(Nc1nc2ccc(SC(F)F)cc2s1)c1ccc(NS(=O)(=O)c2ccc(F)c(F)c2)cc1	7%	7%	-9%	-1%	44%	6%	5%	i	0.2	4.3	41
O=C(COc1ccc2ccccc2c1)NNC(=O)c1ccccc1	14%	-4%	0%	5%	-1.2%	-2%	-5%	i	0.3	-0.8	50
Cc1ccc2c(c1)-c1nc3ccccc3cc1C2=NC1CCCCC1	5%	-2%	-18%	-16%	-0.5%	3%	3%	i	0.6	.	.
COc1cc(NC(=O)CN2CC(c3ccccc3)CC2=O)cc(OC)c1 (configuration not stated)	-2%	3%	-7%	-3%	-0.1%	2%	-7%	i	0.8	11	62
Cc1ccc2nc(-c3ccncc3)cc(-c3ccccc3)c2c1	5%	22%	1%	9%	-3.2%	5%	2%	i	1.8	18	46
Cn1c(=O)oc2cc(S(=O)(=O)NCCN3CCc4ccccc4C3)ccc21	10%	9%	-8%	4%	-0.7%	-4%	-3%	i	3.6	-1.7	44
CCOCc1nnc(NC(=O)c2c(OC)cccc2OC)s1	-7%	10%	27%	-4%	-0.3%	2%	-5%	i	0.9	4.1	57
Cc1cccc(C)c1NC(=O)C1CCCN1S(=O)(=O)c1ccc2c(c1)n(C)c(=O)c(=O)n2C (configuration not stated)	2%	-14%	7%	.	-1.3%	3%	-11%	i	1.8	-1.4	58
O=C(COc1ccccc1Cl)NCCNC(=O)c1ccccn1	-2%	5%	0%	3%	2.7%	6%	-8%	i	0.4	-1.7	32
CC1CCCN(S(=O)(=O)c2ccc(S(=O)(=O)N3CCCC3)cc2)C1 (configuration not stated)	0%	2%	-6%	-4%	-0.3%	6%	-5%	i	0.8	-0.9	40
CCc1ccccc1NC(=O)CCS(=O)(=O)c1ccc(C)cc1	5%	-9%	12%	-8%	1.2%	.	-4%	i	0.7	0.7	55
COc1cc(NC(=O)COc2ccccc2C)ccc1NC(=O)c1ccco1	-2%	5%	-6%	-1%	1.0%	7%	1%	i	0.5	1.8	78
Cc1ccc(C)c(OCCC(=O)OCC(=O)Nc2ccc(Cl)cn2)c1	.	.	.	-13%	.	3%	.	i	1.3	0.1	52
O=C(CNC(=O)c1ccc(Br)o1)NCc1cccc(Cl)c1	0%	-15%	1%	-8%	-0.6%	11%	-6%	i	0.9	0.5	68
COc1cc(OC)c(C#N)c(S(=O)Cc2ccccc2)c1 (configuration not stated)	2%	3%	-3%	0%	33%	5%	-5%	i	0.6	-1.0	56
O=C1CN(C(=O)c2ccc(Cl)nc2)c2ccccc2N1	13%	-1%	1%	-5%	-1.0%	3%	-8%	i	2.1	-1.3	34
O=C(Cc1ccccc1)N1CCC(c2ccccc2)C1 (configuration not stated)	-4%	5%	-9%	2%	-1.9%	6%	-12%	i	0.4	-0.7	54
CC(C)(C)C(=O)Nc1cc2c3c(c1)CCN3C(=O)CC2	10%	12%	3%	-7%	-0.8%	-5%	-5%	i	0.3	-0.2	45
COc1ccc2c(C#N)c3ccccn3c2c1	-5%	6%	-14%	-1%	4.2%	11%	-4%	i	0.2	0.2	46
N#Cc1c(N2CCCCC2)nc(N)c2c(N)nc(SCC(=O)O)cc12	51%	-1%	-2%	-27%	32%	11%	-1%	i	0.3	5.6	73
COc1ccc(S(=O)(=O)N2CCOCC2)cc1NC(=O)c1cc2c(s1)CCCC2	-2%	2%	-6%	10%	-0.4%	7%	-9%	i	1.2	1.3	48
C=CCn1c(O)c(C=Nc2ccccc2)sc1=S	-4%	15%	1%	-16%	1.7%	-2%	5%	i	0.1	5.9	41
Cc1ccnc(NC(=O)CCC(=O)N(CC(=O)NCc2ccccc2)Cc2ccc(F)cc2)c1	-4%	-5%	6%	6%	-0.6%	-2%	-1%	+	10*	0.7	55
Cn1cccc1Cc1nnc(SCC(=O)NCC2CCCO2)n1C (configuration not stated)	-3%	-9%	-14%	-5%	-0.3%	7%	-5%	i	0.1	0.2	79
COc1ccc(-c2nnc(NC(=O)C3CCCN3S(=O)(=O)c3cccs3)o2)cc1 (configuration not stated)	.	.	.	-1%	.	8%	.	i	0.8	-0.1	49
Cc1oncc1C(=O)Nc1cccc2ccccc12	3%	7%	-4%	.	0.0%	-4%	-4%	i	0.8	1.2	61
NC(=O)c1nsc(C(=O)N(c2ccccc2)C(C(=O)NCC2CCCO2)c2ccc3ncccc3c2)c1N (configuration not stated)	-6%	-4%	13%	8%	-1.3%	8%	-9%	i	1.0	1.9	43
CCOc1ccc(N2C(=O)S/C(=C\c3ccc(O)c(OC)c3)C2=O)cc1	2%	-5%	8%	-4%	-3.3%	8%	-6%	i	0.2	6.7	67
CCOC(=O)N1CCN(S(=O)(=O)N2CCCC(C(=O)NC(C)c3ccccc3)C2)CC1 (configuration not stated)	2%	-2%	5%	-6%	1.4%	-2%	-4%	i	0.6	0.9	65
